Cav3 T inh: Cav3.2 calcium influx blockers – cell-based, Fluo-4 calcium fluorescence, FDSS, MLSMR library, primary screen; Cav3.2-expressing cells; stronger effect = lower value; B-score at 10 µM; 100,000 compounds, 4% hits;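 active means single-dose well whose peak fluorescence ratio is a statistical outlier from its plate by either plate-standardised score or position-corrected B-score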
* = called active by the depositor. Some of the compounds tested; count on the stated rates, not on these rows.

structure	Cav3 T inh
CC(=O)c1ccc(NC(=O)C2CC(=O)N(Cc3ccccc3)C2)cc1 (stereo not given)	-0.448
Cc1cc(C)nc(NS(=O)(=O)c2ccc(NC(=O)CCC3COc4ccccc4O3)cc2)n1 (stereo not given)	-0.00487
Cc1sc2ncnc(N3CCCCC3C)c2c1C (stereo not given)	-0.0469
COc1ccc(/C=C2\CCCC(C(=O)C(F)(F)F)=C2O)cc1	-2.49
COc1ccc(N2C(=O)CC(N3CCC(O)(c4cccc(C(F)(F)F)c4)CC3)C2=O)cc1 (stereo not given)	-0.106
COc1ccc(CSc2n[nH]c(C)n2)cc1Br	1.24
Cc1ccc(C2CC(=O)NC3=C2C(=O)CCC3)cc1Br (stereo not given)	0.258
CC1(c2nnc(-c3ccc(Cl)cc3)o2)CC(c2ccc(Cl)cc2)=NO1 (stereo not given)	0.361
CC(=O)c1c(N2CCN(C(=O)c3ccco3)CC2)nc(=S)n(-c2ccccc2)c1C	0.00987
O=C(COc1ccc(Br)cc1)N1CCN(c2ccccc2)CC1	-3.32*
COc1ccc(C(=O)O)cc1S(=O)(=O)N(C)CCc1cccnc1	0.0337
COc1ccc(CNc2nc(-c3ccccc3)nn2C(=O)c2cccs2)cc1	-3.27
CCn1c(-c2cc3c(C(F)(F)F)nn(C)c3s2)n[nH]c1=S	0.321
COc1cccc(S(=O)(=O)Nc2cccc(C(=O)N3CCOCC3)c2)c1	0.478
CCCCCn1c(CN2CCN(C(=O)OCC)CC2)nc2c1c(=O)[nH]c(=O)n2C	0.536
CC(=O)N1CCN(Cc2cc(=O)n3cc(Cl)c(C)c(Cl)c3n2)CC1	-0.12
COc1ccc(Cn2nnc3c(=O)[nH]c(C4CCN(C(=O)c5ccccc5Cl)CC4)nc32)cc1	1.41
CCOC(=O)c1ccc(N2C(=O)CC(N3CCCC(C)C3)C2=O)cc1 (stereo not given)	-0.115
CCOc1ccccc1N1C(=O)c2ccc(C(=O)O)cc2C1=O	0.939
CC1(C)CC(=O)C2=C(C1)N(Cc1ccccc1)C(=O)C2(O)C(F)(F)F (stereo not given)	0.809
CCCNC(=O)c1cc2c3ccccc3n(C)c2s1	-0.0155
c1cc(CNC2=NCCCCC2)ccn1	0.508
CCSc1nc2c(sc3ccccc32)c(=O)n1C(C)C	-2.91
COC1(c2ccccc2)NC(=S)NN=C1c1ccccc1 (stereo not given)	0.902
CCOC(=O)CSC1=C(C#N)C(c2ccc(C)cc2)C(C(=O)OC)C(=O)N1 (stereo not given)	0.854
CCOc1cccc(NC(=O)C2CC(=O)N(C)C(=Nc3ccccc3)S2)c1 (stereo not given)	-4.48*
C=CCCCOc1ccc(C(=O)O)cc1	0.64
Cc1cccc(-c2noc(C3CCCCC3)n2)c1	0.00503
COC(=O)C1=C(C)N(CCc2ccccc2)C(=O)C1(NS(=O)(=O)c1ccc(NC(C)=O)cc1)C(F)(F)F (stereo not given)	0.969
O=C1C2C3C=CC(CC3)C2C(=O)N1/N=C/c1ccccc1O (stereo not given)	-0.353
CCOC(=O)c1[nH]c(C)c(C(=O)OCc2c(C)noc2C)c1C	-0.148
Fc1ccccc1CNc1ccc(Cl)cc1	0.0664
O=C1CCCC2=C1C1(CCCCC1)N=C(Nc1nc3ccccc3o1)N2	0.42
CNc1nc(-c2ccccn2)nnc1-c1ccccc1	-0.365
O=C(CSc1nnc(Cn2nnc(-c3ccccc3)n2)n1-c1ccccc1)Nc1ccccc1	-1.35
O=C(COc1ccccc1)Nc1ccccc1N1CCCCC1	0.412
CNC(=O)c1ccc(-c2sc3nc(N4CCOCC4)c4c(c3c2N)CCCC4)o1	0.178
CCOC(=O)N1CCN(C(=O)COc2ccc(S(=O)(=O)Nc3ccc(OCC)cc3)cc2)CC1	-0.0377
CCCCC(=O)Nc1nc(C)c(-c2csc(Nc3ccc(Cl)cc3)n2)s1	0.015
COc1ccc(/C=C2\OC(=S)N(C)C2=O)cc1	0.696
COc1ccccc1OCCCCOc1ccccc1F	-0.65
CCN(CC)S(=O)(=O)c1ccc(NC(=O)C(C)N(c2ccccc2)S(C)(=O)=O)cc1 (stereo not given)	-2.17
Cc1nnc(NC(=O)CSC2CCCCC2)s1	0.315
CN(C)c1nc(Cl)cc(N2CCOCC2)n1	-0.00949
COC(=O)C(C)n1cnc2c(nnn2-c2ccc(OC)cc2)c1=O (stereo not given)	0.345
COc1ccccc1N(CC(=O)NCc1ccccc1)C(=O)CCC(=O)Nc1cc(C)ccn1	-0.189
O=C(NC1CC1)C1=C[C@H](C2CCCCC2)C[C@H](OCc2ccc(CO)cc2)O1	-0.22
O=C(CSc1nnc(CNC(=O)c2cccs2)o1)NC1CCCC1	-0.0563
CC(=O)c1c(C)nc(-c2ccccc2)n1O	0.288
Cc1ccc(NC(=O)Cn2c(=O)oc3cc(S(=O)(=O)N4CCC(C)CC4)ccc32)cc1C	-5.87*
COc1ccc2[nH]cc(C(=O)CNc3nc(C)cs3)c2c1	0.0651
CCOC(=O)CCc1c(C)nc2ncnn2c1C	0.0826
OCCNc1nc(Nc2cc(Cl)ccc2OC2CCCC2)nc(N2CCCC2)n1	-0.0998
Cc1cc(C)c2c(c1)/C(=C/C(=O)c1ccc(Br)s1)C(=O)N2	0.0133
Cc1cc(NC(=O)c2ccc(N(C)S(=O)(=O)c3ccccc3)cc2)no1	-0.72
COc1ccccc1N1CCN(C(=O)C(Cc2ccccc2)NC(=O)C2CCCCC2)CC1 (stereo not given)	-1.92
CC(C)CC(c1nnnn1Cc1ccco1)N1CCN(c2cccc(Cl)c2)CC1 (stereo not given)	-2.46
CCOC(=O)N1CCC(NC(=O)CCCN2C(=O)CSc3ncccc32)CC1	0.487
CC(C)=C1C2C=CC1C(C(=O)Nc1cc(C)ccc1C)C2C(=O)O (stereo not given)	-0.101
COc1cccc(Sc2ccccc2CN(C)C)c1	0.606

(listing goes on)
structure	Cav3 T inh
COC(=O)[C@H](CCSC)NC(=O)Nc1ccc(C)cc1C	0.0206
Cc1cc(C)cc(NC(=O)CSc2nnc(-c3ccccc3C)o2)c1	-0.436
CCn1c(C(O)c2ccc(C)cc2)nc2ccccc21 (stereo not given)	-0.345
CC(NS(=O)(=O)c1ccc(F)cc1)C(c1cccs1)N1CCOCC1 (stereo not given)	0.533
O=c1c(-c2ccnn2-c2ccccc2F)cnc2n1CCS2	0.636
Cc1cccc(NC(=O)c2sc3nc4c(c(-c5ccco5)c3c2N)CCC4)c1	-2.51
O=C(CSc1nnc(Cn2cnc3ccccc32)o1)c1ccccc1	0.989
CCCC[C@@H]1CCCO[C@@](C(=O)NCc2ccc(C)o2)(C(F)(F)F)C1	0.059
Cc1ccc(CCNC(=O)C2CC(c3ccccc3C(F)(F)F)=NO2)cc1 (stereo not given)	-1.67
COCc1nnc(NC(=O)c2ccc(S(=O)(=O)N(C)c3ccccc3)cc2)o1	-0.557
Cc1csc(NC(=O)CSCC(=O)Nc2ccccc2)n1	0.0291
CCOC(=O)Cn1nnnc1CN(Cc1ccc(OC)cc1)Cc1cc2cc(C)cc(C)c2[nH]c1=O	-1.66
CCOC(=O)C[C@H]1c2ccc(C(F)(F)F)cc2S(=O)(=O)N1Cc1ccccc1	-1.64
CCOC(=O)c1sc(=S)n(-c2ccc3c(c2)OCO3)c1N	-2.81
COc1ccc2nc(C(F)(F)C(F)(F)F)c(C#N)c(N)c2c1	0.629
O=C(CNC(=O)c1ccco1)NCCCc1ccccc1	0.603
Cc1nn(CC(O)COc2ccc3c(c2)CCC3)c(C)c1Br (stereo not given)	-1.48
CCOc1ccc2nc(SCC(=O)c3ccc(Cl)s3)sc2c1	-0.268
Cc1ccc(-c2c3c(nc4sc(C(N)=O)c(N)c24)CCC3)cc1	0.625
Cc1ccc2c(Cl)c(C(=O)NCCCn3ccnc3)sc2c1	0.954

15 consecutive records already listed, quoted:
structure	Cav3 T inh
CCn1c(C(O)c2ccc(C)cc2)nc2ccccc21 (stereo not given)	-0.345
CC(NS(=O)(=O)c1ccc(F)cc1)C(c1cccs1)N1CCOCC1 (stereo not given)	0.533
O=c1c(-c2ccnn2-c2ccccc2F)cnc2n1CCS2	0.636
Cc1cccc(NC(=O)c2sc3nc4c(c(-c5ccco5)c3c2N)CCC4)c1	-2.51
O=C(CSc1nnc(Cn2cnc3ccccc32)o1)c1ccccc1	0.989
CCCC[C@@H]1CCCO[C@@](C(=O)NCc2ccc(C)o2)(C(F)(F)F)C1	0.059
Cc1ccc(CCNC(=O)C2CC(c3ccccc3C(F)(F)F)=NO2)cc1 (stereo not given)	-1.67
COCc1nnc(NC(=O)c2ccc(S(=O)(=O)N(C)c3ccccc3)cc2)o1	-0.557
Cc1csc(NC(=O)CSCC(=O)Nc2ccccc2)n1	0.0291
CCOC(=O)Cn1nnnc1CN(Cc1ccc(OC)cc1)Cc1cc2cc(C)cc(C)c2[nH]c1=O	-1.66
CCOC(=O)C[C@H]1c2ccc(C(F)(F)F)cc2S(=O)(=O)N1Cc1ccccc1	-1.64
CCOC(=O)c1sc(=S)n(-c2ccc3c(c2)OCO3)c1N	-2.81
COc1ccc2nc(C(F)(F)C(F)(F)F)c(C#N)c(N)c2c1	0.629
O=C(CNC(=O)c1ccco1)NCCCc1ccccc1	0.603
Cc1nn(CC(O)COc2ccc3c(c2)CCC3)c(C)c1Br (stereo not given)	-1.48

Two records drawn at random from those above, as already listed:
structure	Cav3 T inh
Cc1cc(C)cc(NC(=O)CSc2nnc(-c3ccccc3C)o2)c1	-0.436
COCc1nnc(NC(=O)c2ccc(S(=O)(=O)N(C)c3ccccc3)cc2)o1	-0.557

Remaining list, next part:
Molecule	Cav3 T inh
COCc1nnc(NC(=O)CCCOc2ccccc2)s1	-0.0981
Cc1cccc(C)c1N1CCc2cn[nH]c21	0.689
COc1ccc(C2SCC(=O)N2C)cc1 (stereo not given)	0.774
CCOC(=O)Nc1ccc(S(=O)(=O)NCCCN2CCOCC2)cc1	1.17
COC(=O)C[C@H]1c2cc(F)cc(F)c2S(=O)(=O)N1C1CCN(Cc2ccccc2)CC1	0.787
CCn1c(Cc2cccc3ccccc23)nnc1SCC(=O)Nc1nccs1	-5.85*
COc1ccc(CCNC(=O)CSCc2ccc(C)cc2)cc1OC	-0.151
CC1(C)Cc2ccccc2-c2nc(CN3CCOCC3)[nH]c(=O)c21	-0.167
CCOC(=O)C1=C(C)N=c2s/c(=C/c3ccco3)c(=O)n2C1c1cccc(OC)c1 (stereo not given)	-2.36
CC(C)CC(c1nnnn1C(C)C)N1CCN(c2cccc(Cl)c2)CC1 (stereo not given)	-3.51*
O=C(C1COc2ccccc2O1)N1CCc2ccccc2C1 (stereo not given)	-1.58
CCn1cc(CN(C)C(=O)CSc2nc(-c3ccco3)cc(C(F)(F)F)n2)c(C)n1	-0.044
CCOC(=O)C1CCN(S(=O)(=O)c2ccc(OCC(=O)OC)cc2)CC1	0.114
CCOc1cc(NC(=S)NCC(C)C)c(OCC)cc1NC(=O)c1cccs1	-1.95
CCOC(=O)C(NC(C)=O)(Nc1ccc(S(=O)(=O)Nc2onc(C)c2C)cc1)C(F)(F)F (stereo not given)	0.362
COCCSc1ccccc1C(=O)Nc1nccs1	1.04
CC(=O)Oc1cccc2c1C(=O)c1c(OC(C)=O)cc(C(=O)O)cc1C2=O	-0.632
Cc1ccc2nc(-c3ccc(NS(C)(=O)=O)cc3)cc(-c3ccccc3)c2c1	-0.0664
COc1ccc(-c2noc(CN(C(=O)C(C)(C)C)C(C)C)n2)cc1	-0.618
CN1CCc2cc3c(c4c2[C@H]1[C@H](O)c1ccccc1-4)OCO3	0.926
CC(C)[C@H](NC(=O)CCn1nnc2ccccc2c1=O)C(=O)O	-1.06
COCC(C)n1c(C)cc(C(=O)COC(=O)c2oc3ccccc3c2C)c1C (stereo not given)	-5.76*
Cc1ccsc1C1C=C(c2cccc(Br)c2)Nc2ncnn21 (stereo not given)	-4.56
COc1ccc(C)cc1NC(=O)NC1CCN(Cc2ccccc2)CC1	-0.623
CCC(CC)C(=O)c1c[nH]c(C(=O)NCCCn2ccnc2)c1	0.903
CC1=CC(C)(C)N(C(=O)CSc2nnc(-c3ccccc3)o2)c2ccc(C)cc21	-4.16*
Cc1cc(C)c(C#N)c(Oc2ccc(O)cc2)n1	-0.786
COc1cc2nc(C3CCC3)n(NC(=O)C3CCC3)c(=O)c2cc1OC	-0.146
O=C(CNS(=O)(=O)c1ccc(Br)s1)NCc1ccc2c(c1)OCO2	-0.823
COc1cc(NC(=O)Cc2ccccc2OC)cc(OC)c1	1.04
CCCCCCOC(=O)CCn1[nH]c(=O)c2ccccc2c1=O	-0.11
O=C(N/N=C/c1cc2ccccc2nc1Cl)/C(=C/c1cccs1)NC(=O)c1ccccc1	-5.87*
Cc1nn(C)c(C)c1S(=O)(=O)N1CCC(C(=O)Nc2ccc3c(c2)OCCO3)CC1	-0.877
CCc1c(C#N)c(SCCC(=O)Nc2ccc(F)cc2)nc2c1C(=O)CC(C)(C)C2	-1.92
Cc1cccc2c(SCC(=O)NCC3CCCO3)nc(-c3ccc(F)cc3)nc12 (stereo not given)	-0.707
c1cnc(Oc2ccc(-c3nnco3)cc2)cn1	0.0219
Cc1ccc(N2CC(C(N)=O)CC2=O)cc1 (stereo not given)	-0.0174
CN1CCN(S(=O)(=O)c2cccc(S(=O)(=O)c3ccc(Cl)c(Cl)c3)c2)CC1	-0.191
O=C(Nc1ccccc1)/C(=C/c1ccccc1)c1ccccc1	-2.37
O[C@@H]([C@H](O)[C@H](O)CBr)[C@H](O)CBr	0.498
O=C(O)CCCNC(=O)c1cncc(O)c1	-0.315
CCOC(=O)Cc1csc(NC(=O)CSc2nc3cccnc3n2CC)n1	0.445
COC(=O)c1ccc(OCC(=O)Nc2nn(-c3ccccc3)nc2C(N)=O)cc1	0.424
S=C(c1ccc(N2CCOCC2)cc1)N1CCOCC1	0.207
Cc1ccccc1C(=O)N(C)Cc1ccccc1	-0.372
O=S(=O)(Nc1ccccn1)c1ccc(Oc2ccccc2)cc1	-0.282
O=C1OCCC1Sc1nnc(-c2ccccc2)o1 (stereo not given)	0.955
CCCN(CCC)C(=O)Cc1coc2ccc3ccccc3c12	-6.34*
O=C(Nc1cc(C(F)(F)F)ccc1N1CCOCC1)c1ccc(F)cc1	-0.895
